# Screening data deposited in PubChem BioAssay by Fisher Drug Discovery Resource Center.
# NPYLR7 agonist: mosquito NPYLR7 agonism; 270,000 tested, 0.15% active; activation, % at 10 µM; HEK293T NPYLR7/Galpha15, GCaMP6s calcium fluorescence; AID 1259423; in the data active = activation above about 40%;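 also: 0% = vehicle and 100% = reference agonist at the receptor; some compounds past the cut are filed as inactive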
# hcGAS lum: inhibitors of human cGAS. Q8N884. recombinant h-cGAS, ATP depletion, Kinase-Glo luminescence. inhibition, % at 12.5 µM. 290,000 tested, 0.081% active. AID 1259398;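 also: 0% = vehicle reaction and 100% = reaction without DNA for no activity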
# Target sequence (Q8N884 whole entry, looked up): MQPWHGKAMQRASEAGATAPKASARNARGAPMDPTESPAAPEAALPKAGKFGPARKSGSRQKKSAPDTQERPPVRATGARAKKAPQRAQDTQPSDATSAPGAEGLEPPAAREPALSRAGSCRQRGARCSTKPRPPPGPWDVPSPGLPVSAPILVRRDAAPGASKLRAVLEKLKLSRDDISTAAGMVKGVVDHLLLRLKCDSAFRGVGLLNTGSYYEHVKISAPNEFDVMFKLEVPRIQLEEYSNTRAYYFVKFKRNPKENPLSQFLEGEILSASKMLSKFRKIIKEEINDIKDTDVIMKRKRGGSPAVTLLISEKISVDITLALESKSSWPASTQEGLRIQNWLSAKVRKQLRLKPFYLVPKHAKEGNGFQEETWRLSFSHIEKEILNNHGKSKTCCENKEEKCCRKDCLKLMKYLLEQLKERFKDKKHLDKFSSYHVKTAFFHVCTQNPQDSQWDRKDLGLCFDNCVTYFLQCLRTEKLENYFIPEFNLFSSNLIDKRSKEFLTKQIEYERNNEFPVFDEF
# mcGAS inh: inhibitors of mouse cGAS | Q8C6L5 | recombinant cGAS, Kinase-Glo ATP depletion luminescence | inhibition, % at 12.5 µM | 160,000 tested, 0.15% active | AID 1259399;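 also: 0% = negative control wells and 100% = reference inhibitor with no enzyme activity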
# Numbers without * were called inactive; · = no result given; & = joins results of further samples. Rule as the data show it, unless noted: active = inhibition above about 40%; inactive = the rest. Rows are unselected; 0.29% or so of the library scored in one or more.
# Every second line gives: NPYLR7 agonist	hcGAS lum	mcGAS inh
CCCCNC(=O)Nc1ccnn1CCCC
 : 5.6	-7.4	·
O=C(NC1CC1)c1ccnc(-c2cc(O)cc(CCC3CCCCN3)c2)c1 (stereo unspecified)
 : 6.0	-5.3	-9.4
O=C(NC1CC1)c1csc(COc2ccc(F)cc2F)n1
 : 5.6	-3.3	-6.3
CC(C)=CC(=O)N(Cc1ccccn1)C(C)C
 : 11.1	1.3	·
CCOC(=O)CN1C(=O)CCN(C(=O)c2ccco2)CC(O)c2ccccc21 (stereo unspecified)
 : 4.0	-2.2	-5.4
CC(CC1CCCCC1)NCCCC(=O)N(C)C (stereo unspecified)
 : 22.0	-3.6	-8.9
O=C(CCc1cn[nH]c1)N1CCOC(Cc2cccc(C(F)(F)F)c2)C1 (stereo unspecified)
 : 4.7	-6.5	·
CC(=O)Nc1ccc(C2=NC(O)C(N)=[N+]([O-])N2)cc1 (stereo unspecified)
 : 12.6	-7.1	·
CCOC(=O)c1nn(-c2ccccc2Cl)c(=O)cc1OS(=O)(=O)c1cc(C)c(OC)cc1C
 : 3.2	3.5	·
NC(=O)c1cc(S(=O)(=O)NC2CCCC2)cs1
 : 3.6	-8.3	·
CCOC(=O)Oc1c(OC)cc(C(=O)O[C@@H]2C[C@@H]3CN4CCc5c([nH]c6cc(OC)ccc56)[C@H]4C[C@@H]3[C@H](C(=O)OC)[C@H]2OC)cc1OC
 : -6.4	-5.5	·
N#CC1C(=N)C(C#N)(C#N)[C@@H](c2ccc(F)cc2)[C@@H]2CSCC=C12 (stereo partly specified)
 : 11.2	-5.1	-4.8
Cc1cc(Br)oc1C(=O)NCc1ccon1
 : -2.3	-1.4	·
CCS(=O)(=O)Oc1cc(CNCCOC)ccc1OC
 : 14.2	-2.1	-4.8
COc1ccc(CNCC(=O)Nc2cnccn2)c(F)c1F
 : 26.3	-6.1	-8.8
COc1ccc(NC(=O)c2ccc(=O)n(C)c2)cc1Br
 : -4.5	-6.6	·
Cc1cc(C=NNC(=O)c2cccnc2)c(C)n1-c1ccc(Br)cc1
 : -7.0	-8.9	-5.6
CC/C=C/CC(=O)N(Cc1ccccn1)CC1CCCO1 (stereo unspecified)
 : -1.5	-7.2	·
CCc1ocnc1C(=O)N1C[C@H]2CC=CC[C@H]2C1
 : 3.2	-2.1	·
CC(C)(C)C1CCC(CN2CC(O)C(N3CCCC3)C2)CC1 (stereo unspecified)
 : -0.7	-8.7	-15.7

# Some of the entries above, set out differently:
CCOC(=O)Oc1c(OC)cc(C(=O)O[C@@H]2C[C@@H]3CN4CCc5c([nH]c6cc(OC)ccc56)[C@H]4C[C@@H]3[C@H](C(=O)OC)[C@H]2OC)cc1OC
- NPYLR7 agonist: -6.4
- hcGAS lum: -5.5
- mcGAS inh: ·
N#CC1C(=N)C(C#N)(C#N)[C@@H](c2ccc(F)cc2)[C@@H]2CSCC=C12 (stereo partly specified)
- NPYLR7 agonist: 11.2
- hcGAS lum: -5.1
- mcGAS inh: -4.8

# Remaining list, next part.
# Every second line gives: NPYLR7 agonist	hcGAS lum	mcGAS inh
CC/C=C/CC(=O)NC[C@@H]1CCNC[C@H]1O
 : 2.9	-1.7	-8.4
COCCN(CCOC)C(=O)/C=C/c1cn(S(=O)(=O)c2ccc(Cl)s2)c2ccccc12
 : -0.1	1.6	·
CN1C[C@@H]2CC[C@H](CC1=O)N2C(=O)Cc1ccc(S(C)(=O)=O)cc1
 : 3.4	-6.9	-18.9
CCOC(=O)C1C(=O)CSC1=Nc1cccc(C(F)(F)F)c1 (stereo unspecified)
 : -5.7	-5.8	·
CCC(c1ccncc1)N(C)C(=O)NC(C)c1cc(C)ccc1OC (stereo unspecified)
 : 3.0	-13.3	·
Cc1oc2nc3c(c(=O)n(Cc4ccc(Cl)cc4Cl)c(=O)n3C)n2c1C
 : -6.9	-1.7	·
Cn1c(SCC(=O)Nc2nc3ccccc3s2)nc2c([nH]c3ccccc32)c1=O
 : 0.4	3.6	-2.4
COc1ccc(S(=O)(=O)NCC2CCCO2)cc1N1CCN(C(=O)c2ccc(F)cc2C(F)(F)F)CC1 (stereo unspecified)
 : -0.6	-4.5	-6.5
CN1CCNC(=O)C1CC(=O)NCCc1nccc(-c2ccccc2)n1 (stereo unspecified)
 : 11.7	-8.3	·
Cn1cnnc1SCC(=O)Nc1cccc(C(F)(F)F)c1
 : 4.6	-5.1	-5.2
Cc1cc(OS(=O)(=O)c2cn(C)c(=O)n(C)c2=O)ccc1Cl
 : -1.7	2.2	-1.2
CNC(=O)Cc1nc(CN2CCC(C)CCC2C(C)C)cs1 (stereo unspecified)
 : 1.4&0.8	-6.0&-10.2	-6.8
CC1=C(C(=O)OCC(C)C)C(c2ccc(NC(=O)Nc3c(Cl)cccc3Cl)cc2)NC(=S)N1C (stereo unspecified)
 : 19.3	-3.4	-2.6
CCOc1ccc2cc(C=NNC(=O)c3ccc(OC)cc3)c(Cl)nc2c1
 : 2.1	-2.0	-3.8
CCN(Cc1ccnc2ccccc12)CC1CCCO1 (stereo unspecified)
 : 4.0	-7.4	·
CCOc1ccccc1C1C(C(=O)OCC(C)C)=C(C)NC2=C1C(=O)CC(c1ccc(Cl)cc1)C2 (stereo unspecified)
 : 0.2	-9.0	-5.7
c1ccc(-n2cncn2)c(Cn2cnnc2)c1
 : 3.7	-7.9	-15.7
CCOC(=O)c1c(OC(C)=O)c(Cc2ccccc2)c(=NC(C)=O)n(Cc2ccccc2)c1C
 : 1.8	0.9	·
O=C(Nc1nccs1)c1cccc(CN2CCCC2c2ccccn2)c1 (stereo unspecified)
 : 7.5	-7.4	-12.6
CN1CCCCC1COC(=O)c1sccc1SC(F)F (stereo unspecified)
 : -16.8	4.0	·
NC(=S)c1ccc(O)cc1
 : 5.7	-8.5	·
CCCn1c(C(=O)NCc2cccnc2)cc2c(=O)n(C)c(=O)n(C)c21
 : -2.6	-7.4	-8.0
C=CCN(CC(=O)N(CCc1ccc(OC)c(OC)c1)Cc1ccc(C)o1)C(=O)Nc1ccc(OC)cc1
 : 1.9	-1.8	0.0
N#CCSc1nc2sc3c(c2c(=O)n1Cc1ccccc1)CCCC3
 : 10.6	-6.5	-6.3
O=C(CSC12CC3CC(CC(C3)C1)C2)NC(c1ccccn1)C1CC(O)C1 (stereo unspecified)
 : ·	-12.2	-6.6
COC(=O)c1ccc(COn2c(=O)c(-c3cccc(Cl)c3)[n+]([O-])c3ccccc32)cc1
 : -5.2	0.8	·
C#CCN(CC=C)C(=O)C1CCC(=O)N(CCN(C)C)C1 (stereo unspecified)
 : ·	-5.4	-7.4
CSc1nc(C(=O)N2CCC(N3CCC(C(=O)NC(C)C)CC3)CC2)cs1
 : 2.1&0.3	-12.2&-5.1	-11.3&-3.6
C=C(C)Cn1c(SCC(O)CCl)nc2c1c(=O)[nH]c(=O)n2C (stereo unspecified)
 : -4.8	-5.7	·
Cc1cc(NC(=O)CN2CC(C)CC(C)C2)no1 (stereo unspecified)
 : 5.1	-9.0	·
CCC(CNC(=O)c1n[nH]c(=O)[nH]1)Oc1ccccc1C(F)(F)F (stereo unspecified)
 : 5.1	-9.5	-12.9
O=C(Cn1cnc2ccccc21)NN=Cc1ccccc1O
 : -6.0	-4.6	-5.8
Cc1nn(C)c(Cl)c1C(=O)N(C)Cc1ccc(Cl)s1
 : 9.0	-1.8	·
CCOC(=O)C1(CCOC)CCN(Cc2cnn(-c3cccc(Cl)c3)c2)CC1
 : 6.0	-2.5	·
COC(=O)CSc1nnc(-c2cccc(C)c2)n1-c1ccc(C)cc1
 : 25.9	-9.2	-8.5
CN1C(=O)/C(=C\C=C\c2ccc(Br)cc2)SC1=S
 : -1.3	-4.1	-2.1
C[C@@]1(O)CCN(C(=O)CN2C(=O)CNC2=O)C[C@@H]1Cc1ccccc1
 : -1.7	-2.9	·
CC(=O)Oc1ccc(Br)c2cccnc12
 : -3.8	-1.3	-5.8
CCN1C(=O)NC(c2cc(Br)c(O)c(OC)c2)C(C(=O)OCCOC)=C1C (stereo unspecified)
 : -1.9	-4.0	·
CN(C)c1ccc(C#N)c(NS(=O)(=O)c2ccc(C#N)cc2F)c1
 : -19.8&0.4	-10.6&-5.1	·
O=C(Nc1nccs1)C1CC2CCC1C2 (stereo unspecified)
 : 8.2	-9.4	·
N#Cc1c(Cl)nsc1NCc1cccc(NC(=O)C2CCC2)c1
 : 0.4	-7.1	-12.1
Cc1ccc(CN2CCCC(CNC(=O)C3(c4ccc(Cl)cc4)CC3)C2)o1 (stereo unspecified)
 : 10.3	-10.0	·
N#Cc1c(N=CC(Br)=Cc2ccccc2)sc2c1CCC2
 : 4.0	-2.7	-0.2
O=c1[nH]c2cc(S(=O)(=O)CCO)ccc2o1
 : 14.0	-9.1	-4.2
COc1ccc(C(=O)N2CCC3(CC2)OCC(C(=O)NCc2ccco2)N3C(=O)c2ccccc2)cc1OC (stereo unspecified)
 : 1.7	-1.1	-0.6
CC(c1ccccc1)N1CCC(Nc2cc(Cl)nc(N)n2)C1 (stereo unspecified)
 : 0.1	-9.5	·
CCCc1nc(N(C)Cc2cccc(-n3cccn3)c2)c2cnn(C)c2n1
 : -1.6	-5.4	-14.1
CSCCC(C(=O)OCn1nnc2ccccc2c1=O)N1C(=O)c2ccccc2C1=O (stereo unspecified)
 : -1.4	-4.0	·
NS(=O)(=O)c1cc(F)cc(NC(=O)c2ccc(C(F)(F)F)cc2)c1
 : 0.4	6.8	·

# The results go on:
# Every second line gives: NPYLR7 agonist	hcGAS lum	mcGAS inh
O=C(CCn1c(=O)oc2ccccc21)Nc1cccc(F)c1
 : 7.5	-7.0	·
CSc1nccc(NCC2CNCCO2)n1 (stereo unspecified)
 : 10.1	-6.7	·
COc1cc(OC)c(C2=CCN(C(=O)c3cc(C)oc3C)CC2)c(OC)c1
 : -4.7	-0.2	-17.1
COc1ccc(-c2onc3c2CCC3)cc1NC(=O)/C=C/c1cccc(C(F)(F)F)c1
 : 3.0	-3.8	-5.4
CC(C)NCC(O)Cn1c2ccc(Cl)cc2c2cc(Cl)ccc21 (stereo unspecified)
 : -1.6	-0.6	·
COc1ccc(CN(CC(C)C)C(=O)c2ccoc2)cc1
 : 6.4	-9.6	-23.0
COCCn1c(SCC(=O)c2ccc(Cl)cc2)nc2c(c1=O)SCC2
 : -3.1	-4.6	-6.4
O=[N+]([O-])c1ccc2[nH]c(O)c(N=Nc3ccc(F)c(Cl)c3)c2c1
 : -4.4	-4.8	·
Cc1cccc(N2CCN(C(=O)c3cccnc3)CC2)c1C
 : -2.7	-4.7	·
CCc1nc2ccccc2n1CCC(=O)N1CCC(CO)(Cc2cccc(C(F)(F)F)c2)CC1
 : 11.6	1.1	-12.8

# 3 structures out of the list, ordered by SMILES length, smallest number first.
# Every second line gives: NPYLR7 agonist	hcGAS lum	mcGAS inh
CC(C)NCC(O)Cn1c2ccc(Cl)cc2c2cc(Cl)ccc21 (stereo unspecified)
 : -1.6	-0.6	·
COCCn1c(SCC(=O)c2ccc(Cl)cc2)nc2c(c1=O)SCC2
 : -3.1	-4.6	-6.4
COc1ccc(-c2onc3c2CCC3)cc1NC(=O)/C=C/c1cccc(C(F)(F)F)c1
 : 3.0	-3.8	-5.4

# More structures follow.
# Every second line gives: NPYLR7 agonist	hcGAS lum	mcGAS inh
CC1CN(c2cc(Oc3cccc(F)c3)ncn2)CCN1C(=O)c1cccc([N+](=O)[O-])c1 (stereo unspecified)
 : 7.0	-4.2	-2.8
CC(c1nc(-c2ccc(Cl)cc2)no1)S(=O)(=O)CCO (stereo unspecified)
 : -23.5&6.3	-3.8&-10.6	-12.3
CN(C)c1ccc(CNCC2(c3ccnc(-c4ccc(Cl)cc4)c3)CC2)cc1
 : 11.7	-5.8	-9.0
O=C(Cn1cccn1)N1CCCC(N2CCN(Cc3ccc4c(c3)OCO4)CC2)C1 (stereo unspecified)
 : 5.0&13.8	-2.6&-4.7	·
CCOC(=O)C1(CCCc2ccccc2)CCN(C(=O)c2cc(C)nn2CC)CC1
 : 12.4	-3.4&-4.1	-11.2
Cc1cccc(C(C)(C)CNC(=O)N2CCCC(N3CCCC3)C2)c1 (stereo unspecified)
 : -21.0	3.9	·
CCC(CC)CS(=O)(=O)NC(=O)c1cccn1C
 : 13.5	-7.8	·
COc1ccc(S(=O)(=O)NC(C)c2ccc(C(F)(F)F)cc2)cc1OC (stereo unspecified)
 : 8.2	-3.6	·
Cn1cnc2c1c(=O)n(CCCOC(=O)C1CCCCC1)c(=O)n2C
 : -1.1	-4.4	·
COc1cccc(CC2(CO)CCCN(CC#Cc3ccccc3)C2)c1 (stereo unspecified)
 : 3.6&-8.0	-10.2&-3.5	-6.1
S=C(CNc1ccc(Cl)cc1)N=P(c1ccccc1)(N1CCOCC1)N1CCOCC1
 : 5.2	-6.5	-5.1
O=C1CN(S(=O)(=O)CCOc2ccccc2)CC(=O)N1CCc1ccccc1
 : -5.0	1.5	·
CC(=C(C#N)C#N)c1ccccc1
 : -0.2	-7.7	-5.3
COCCn1c(SCc2ccccc2Cl)nc2c1c(=O)[nH]c(=O)n2C
 : -6.7	-4.5	·
CCN(CC)CCN(CC(C)C)C(=O)Cn1nc(C)cc1C
 : 4.3	-2.9	-9.6
CC(=O)N(Cc1c(-c2ccc(C)cc2)noc1N1CCCC1)C(C)C
 : 15.8	-4.9	-4.1
Cc1ccccc1N1CCN(C2CCCN(C(=O)CSc3ccccn3)C2)CC1 (stereo unspecified)
 : 9.1	4.9	·
CCC(CC)NC(=O)c1cc2c(C)nn(C)c2s1
 : -3.2	-4.1	-4.4
Cc1ccc(C(NC(=O)C2CCN(CCc3ccccc3)CC2)c2ccccn2)cc1 (stereo unspecified)
 : -2.8	-3.2	-4.9
Cc1ccccc1CC1(CO)CCCN(C(=O)CN2CCOc3ccccc3C2)C1 (stereo unspecified)
 : 1.1&18.7	-7.4&-1.8	-3.4
